# Assay outcomes deposited in PubChem BioAssay by National Center for Advancing Translational Sciences (NCATS).
# BCR signal inh = chronic active BCR signaling inhibition; ABC-DLBCL IkBa-CBG/CBR reporter, luminescence ratio, 4 h; Potency, µM (titrated, usually from 46.1 µM), without a hit: top-dose ratio change, negative = lower green/red ratio, hits mostly inhibitors; 340,000 compounds, 0.05% hits; AID 493014; active = well fitted inhibition curve with a large enough effect in the signal ratio, with a control signal flat, not every such curve was filed as active; inconclusive = small, poorly fitted or top-dose-only effect, or effect the other way, or a change in a side signal; the % refers to the signal ratio;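 also: potency is read from the fitted curve at half-maximal effect; plate controls were basal doxycycline-induced cells for no effect and cells given 10 µM MG132 for full effect; MG132 reads +100%, hits lower the ratio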
#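 Compounds up to 46 uM were incubated four hours with TMD8 cells whose green CBG68 luciferase is fused to IkappaBalpha; red CBR luminescence normalised the signal, and concentration-effect curves were fitted to fusion, red and ratio data.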
# Coupling enz = coupling enzyme interference in Giardia aldolase counter-screen; coupling enzyme system counterscreen, AmpLite Red fluorescence; activity change, negative = inhibition, % at 58.2 µM, hits read low; 290,000 compounds, 0.67% hits; in the data active = activity change below about -30%; also: % is scaled to controls: 0 for no effect and ±100 for the full control effect
#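 Fluorescence at 525 nm excitation and 598 nm emission measured inhibition of the coupled detection system without aldolase. Compounds (at 57.5 uM final) were preincubated 10 min at room temperature with coupling enzyme reagent before a 20 min substrate/AmpLite Red step.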
# Tb PFK block = T. brucei PFK enzyme inhibition; O15648; T. brucei PFK, ADP-Glo luminescence; Potency, µM (titrated, usually from 57.5 µM), for the others: at the highest dose activity, negative = inhibition, hits mostly inhibitors; 330,000 compounds, 0.17% hits; AID 485367;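 also: potency is read from the fitted curve at half-maximal effect; 0% = uninhibited 1x PFK enzyme wells and -100% = no-enzyme wells; nearly all actives have a fitted effect of over 60% in size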
#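 Compounds were pin-transferred as a titration series up to 57 uM into substrate buffer (0.5 mM F6P, 0.1 mM ATP, pH 8.0), then 1.25 nM PFK was added and reactions ran 45 min before ADP-Glo detection.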
# GALK inh = blocks human galactokinase activity; Purified GALK, Kinase-Glo residual ATP luminescence; Potency, µM (titrated, usually from 57.5 µM), for the others: at the highest dose activity change, negative = inhibition, usual class: inhibitors; 270,000 compounds, 0.007% hits; AID 1868; also: potency is read from the fitted curve at half-maximal effect; % is scaled to controls: 0 for no effect and ±100 for the full control effect
# Target sequence (P51570 whole entry, looked up): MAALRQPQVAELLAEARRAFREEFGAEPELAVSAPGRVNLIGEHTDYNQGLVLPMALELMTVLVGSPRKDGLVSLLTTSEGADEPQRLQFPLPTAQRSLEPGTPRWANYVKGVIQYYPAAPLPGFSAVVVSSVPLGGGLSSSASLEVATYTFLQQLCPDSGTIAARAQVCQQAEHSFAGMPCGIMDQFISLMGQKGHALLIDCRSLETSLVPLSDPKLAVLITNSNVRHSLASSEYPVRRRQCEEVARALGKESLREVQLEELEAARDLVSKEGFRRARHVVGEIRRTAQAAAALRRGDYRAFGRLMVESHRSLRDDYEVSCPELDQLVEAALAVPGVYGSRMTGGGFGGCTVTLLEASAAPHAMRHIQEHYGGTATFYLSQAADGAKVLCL
#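 5 nM enzyme, 35 uM ATP, 100 uM galactose, 20 mM HEPES pH8.0, 5 mM MgCl2; 1 h RT; residual ATP by Kinase-Glo Plus luminescence, qHTS format.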
# PKM2 act = increases activity of human pyruvate kinase M2 | P14618 | purified PKM2, Kinase-Glo ATP luminescence, activation; response scale: 0% is enzyme alone, no compound | Potency, µM (series often up to 57.5 µM), without a hit: at the top dose activation, most hits filed as activators | 260,000 compounds, 0.34% hits; also: potency is read from the fitted curve at half-maximal effect; % is scaled to controls: 0 for no effect and ±100 for the full control effect; nearly all actives have a fitted effect of over 55% in size
#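 Purified hPK-M2 (>95% pure) converted ADP (0.1 mM final) to ATP with 0.5 mM PEP in 50 mM imidazole pH7.2, KCl, MgCl2, Tween 20, BSA; 1 h at room temperature. ATP detected by Kinase-Glo luminescence.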
# a7 integrin act = integrin-mediated muscular dystrophy alleviation activation | alpha7betagal myoblasts, beta-gal FDG fluorescence, 48 h | Potency, µM (doses to about 38.3 µM), for inactives: at the highest dose activation, usual class: activators | 350,000 compounds, 0.064% hits;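 also: potency is read from the fitted curve at half-maximal effect; 100% = response of the positive control SU9516; nearly all actives have a fitted effect of over 60% in size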
#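 Alpha7betagal+/- myoblasts (passage 13) were plated 16-24 hr, then exposed to compounds (1:260 dilution of DMSO stock) for 48 hours at 37C. After MPER lysis, β-galactosidase reporter activity was read as FDG fluorescence (ex 480/em 540) after 30 minutes.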
# S-ASM inh = inhibitors of human secretory acid sphingomyelinase; AID 504937; placental ASM, HMU-PC fluorogenic substrate, 60 min; Potency, µM (series often up to 57.5 µM), inactives show at the highest dose activity change, negative = inhibition, actives largely listed as inhibitors; 340,000 compounds, 0.006% hits; also: potency is read from the fitted curve at half-maximal effect
#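 qHTS format. ASM enzyme prepared from human placenta hydrolyses the fluorogenic substrate HMU-PC0 (9 uM final) over 60 min at 37 °C after a 10 min compound preincubation.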
# B2AR arrestin = recruits beta-arrestin to the human beta2-adrenergic receptor. beta-arrestin recruitment to beta2AR, cell-based reporter. Potency, µM (titrated, usually from 46.1 µM), for the others: top-dose activation, most hits filed as activators. 330,000 compounds, 0.02% hits;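 also: potency is read from the fitted curve at half-maximal effect; 0% = DMSO controls and full agonism = EC100 isoproterenol or metaproterenol; nearly all actives have a fitted effect of over 65% in size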
# Giardia kill = Giardia lamblia killing; Giardia lamblia trophozoite viability; 340,000 compounds, 0.15% hits; activity change, % at 7.66 µM, hits read low; AID 540267; in the data active = activity change below about -80%; inconclusive = between about -30% and that limit;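 also: parasites exposed to compound for two days anaerobically before the ATP read; % is scaled to controls: 0 for no effect and ±100 for the full control effect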
#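 Viability, read as ATP luminescence: trophozoites at 100 cells/well, compound added, 48 hrs anaerobic at 37 deg C, then 15-30 min room-temperature development before reading.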
# Menin-MLL TR inh = displaces Texas Red mutant MLL peptide from human menin | O00255 | Menin + Texas Red MLL mutant peptide, fluorescence polarization | Potency, µM (series often up to 61.6 µM), inactives show at the top dose FP activity change, negative = inhibition, most hits filed as inhibitors | 270,000 compounds, 0.23% hits | AID 1768; active = well fitted inhibition curve with a large enough effect in the polarisation, with a control signal flat, not every such curve was filed as active; inconclusive = small, poorly fitted or top-dose-only effect, or effect the other way, or a change in a side signal; inactive = no such curve, though single readings can be large or run the other way; the % refers to the polarisation; also: potency is read from the fitted curve at half-maximal effect; % of control where 0% means no effect; many of its hits are not listed in these tables
# Target sequence (O00255 whole entry, looked up): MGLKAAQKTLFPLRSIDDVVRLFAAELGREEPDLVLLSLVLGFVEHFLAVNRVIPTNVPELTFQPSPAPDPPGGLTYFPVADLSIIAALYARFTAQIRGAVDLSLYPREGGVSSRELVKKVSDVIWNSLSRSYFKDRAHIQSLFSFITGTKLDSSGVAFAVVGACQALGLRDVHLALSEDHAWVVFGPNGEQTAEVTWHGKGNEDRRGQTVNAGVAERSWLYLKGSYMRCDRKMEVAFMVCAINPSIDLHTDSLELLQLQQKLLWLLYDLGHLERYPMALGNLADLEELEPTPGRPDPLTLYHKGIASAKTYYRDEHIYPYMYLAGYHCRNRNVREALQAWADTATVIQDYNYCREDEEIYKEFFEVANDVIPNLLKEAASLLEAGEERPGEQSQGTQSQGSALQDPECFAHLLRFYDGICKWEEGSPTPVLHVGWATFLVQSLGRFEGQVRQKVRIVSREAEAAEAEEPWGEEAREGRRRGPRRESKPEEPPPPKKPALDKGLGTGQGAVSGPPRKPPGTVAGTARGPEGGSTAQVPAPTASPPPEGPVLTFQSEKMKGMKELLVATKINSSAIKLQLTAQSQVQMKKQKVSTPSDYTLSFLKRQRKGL
# TSG101-PTAP inh = blocks PTAP/TSG101 interaction to inhibit HIV-1 budding; 340,000 tested, under 10 active; Fluorescence polarization, FITC-PTAP peptide / Tsg101 binding; Potency, µM (highest dose often 115 µM), inactives show at the highest dose activity change, negative = inhibition, hits mostly inhibitors; active = well fitted inhibition curve with a large enough effect in the main read-out, with a control signal flat, not every such curve was filed as active; inconclusive = small, poorly fitted or top-dose-only effect, or effect the other way, or a change in a side signal; inactive = no such curve, though single readings can be large or run the other way; also: potency is read from the fitted curve at half-maximal effect; % of control where 0% means no effect
#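 FP read-out: FITC-PTAP peptide, 50 nM final, binding Tsg101 binding domain, 10 uM final; 20 min, r.t.; 10 mM HEPES pH 7.5, 0.15 M NaCl, 0.01% Tween 20, 3 mM EDTA, 0.1 mM TCEP.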
# The depositor's hits bear a star; ? = inconclusive; . = not tested or not shown; [ ] = another dose, or the depositor's remark. Unless noted, calls follow the shape of the dose curve; as a rule, active = well fitted curve in the direction sought with a large enough effect; inconclusive = small, poorly fitted or top-dose-only effect, or another doubt; inactive = no such curve, though single readings can be large; an effect the other way counts as inactive or inconclusive.
entry	SMILES	BCR signal inh	Coupling enz	Tb PFK block	GALK inh	PKM2 act	a7 integrin act	S-ASM inh	B2AR arrestin	Giardia kill	Menin-MLL TR inh	TSG101-PTAP inh
1	O=C(NCc1ccccc1)C1=C[C@@H](c2csc3ccccc23)C[C@@H](OCc2ccc(CO)cc2)O1	4%	-3	0%	-3%	2%	-37%	-14%	0.6%	10	5%	1%
2	CC1(C)Cc2ccccc2-c2nnnn21	3%	-7	-13%	1%	4%	13%	0%	-1.9%	3	-20%	-3%
3	O=S1(=O)c2ccc(Br)cc2OC(COCc2ccccc2)CN1Cc1ccccc1 (stereo unspecified)	6%	.	1%	.	.	-1%	0%	0.4%	20	.	-2%
4	COc1cccc(/C=C/c2ccc3ccccc3n2)c1OC(C)=O	?	-15	-1%	2%	-22%	-41%	26%	-0.4%	?	?	-3%
5	CCN1CCCC1CNC(=O)c1cc2c(-c3cccc(OC)c3)nn(C)c2s1 (stereo unspecified)	?	3	-2%	-6%	3%	-50%[inhibitor]	-4%	0.1%	45[activator]	2%	-2%
6	Cc1ccc(N(Cc2cc(=O)[nH]c3ccccc23)C(=O)C(C)C)cc1	-7%	10	-4%	10%	24%	14%	-2%	-0.7%	9	.	-5%
7	CCOC(=O)c1c(-c2ccccc2)nc2ccccn12	13%	1	1%	-2%	2%	6%	0%	0.0%	-16	-16%	0%
8	N#C/C(=C(/O)c1cccs1)c1nnc2n1CCCCC2	-3%	2	1%	3%	2%	2%	-3%	0.2%	7	-14%	-2%
9	CN1CC2(C)CN(C(c3ccccc3)c3ccccc3)CC(C)(C1)C2O (stereo unspecified)	0%	-1	-3%	12%	3%	20%	3%	0.0%	-18	-1%	-3%
10	O=C(Nc1ccc(F)c(Cl)c1)c1ccc2c(c1)OCO2	?	0	-5%	7%	7%[11.5 µM]	5%	-5%	-0.5%	8	20%	-1%
11	O=C(NCc1ccc(F)cc1)C1CCC(CNS(=O)(=O)c2ccccc2)CC1 (stereo unspecified)	1%	2	-2%	0%	.	-10%	4%	-0.6%	14	?	0%
12	CS(=O)(=O)N1CCN(c2ccc([N+](=O)[O-])c(NCc3cccnc3)c2)CC1	-8%	1	-1%	3%	10µM*	1%	-8%	0.2%	-5	26%	-1%
13	CCOC(=O)C1CCCN(C(=O)c2cc(S(=O)(=O)N3CCCCC3)ccc2Cl)C1 (stereo unspecified)	6%	.	-7%	.	.	5%	10%	-0.1%	-4	.	0%
14	COc1ccc(-c2cn(-c3ccc(C)c(C)c3)c(=S)[nH]2)cc1OC	?	2	-11%	-1%	.	3%	0%	5.5%	-21	35%[activator]	-2%
15	CCc1ccc(OCCOCC(O)CN(CCO)CCO)cc1 (stereo unspecified)	5%	0	-2%	-1%	5%	39%	1%	-0.4%	12	7%	-1%
16	O=S(=O)(c1cccnc1)N1CCn2cccc2C1c1ccccc1F (stereo unspecified)	3%	.	2%	.	.	-20%	0%	-0.4%	-29	.	1%
17	OC12CCCCC1C(c1ccc3c(c1)OCO3)N(Cc1ccc(F)cc1)CC2 (stereo unspecified)	0%	-1	7%	0%	2%	-17%	1%	-0.8%	-2	-10%	-4%
18	CCOC(=O)c1c(-c2ccncc2)csc1N	5%	2	0%	-6%	10%	-16%	1%	-0.2%	24	28%	-3%
19	CCOc1ccc(CN(C)CC(=O)Nc2cc(C)c(C)cc2[N+](=O)[O-])cc1	0%	-2	2%	9%	-16%	6%	-7%	0.1%	-19	-8%	2%
20	Cc1cccc(C2Nc3ccccc3C(=O)N2c2ccc(F)cc2)n1 (stereo unspecified)	-38%	4	-4%	1%	-4%	15%	213%[activator]	-0.4%	31[activator]	-16%	-12%

# (continued)
entry	SMILES	BCR signal inh	Coupling enz	Tb PFK block	GALK inh	PKM2 act	a7 integrin act	S-ASM inh	B2AR arrestin	Giardia kill	Menin-MLL TR inh	TSG101-PTAP inh
21	Fc1ccccc1CNc1cc(Cl)cc(Cl)c1	12%	-6	-8%	0%	2%	-10%	-12%	0.1%	-1	-1%	-3%
22	CC(C)N(C1=CC(=O)OC12CCCCC2)C(C)C	-5%	1	1%	-4%	-3%	-1%	-4%	-1.0%	1	.	0%
23	O=C(/C=C/c1ccccc1)NCCS(=O)(=O)N1CCN(c2ccccc2)CC1	0%	.	2%	.	.	28%	.	0.2%	-7	.	1%
24	CC(=O)/C(=N/Nc1ccccc1C)N1CCOCC1	-18%	1	2%	0%	2%	-13%	-3%	0.3%	-5	-3%	7%
25	CN(CCOc1ccc(Cl)cc1)C(=O)c1ccc2c(=O)n3c(nc2c1)CCC3	5%	.	-1%	.	.	11%	1%	0.2%	2	.	-4%
26	Cc1nonc1CN(C)C(=O)c1ccc(OC2CCN(Cc3ccccn3)CC2)cc1	?	-1	-3%	-1%	-2%	-15%	-1%	-0.8%	-16	-2%	2%
27	O=C(Nc1ccc(Cn2ccnc2)cc1)c1cccc(C(F)(F)F)c1	3%	3	-14%	0%	1%	-15%	-1%	-0.1%	15	7%	-4%
28	CC1=C(C(=O)N2CCCC(N3CCN(c4cccc(Cl)c4)CC3)C2)OCCO1 (stereo unspecified)	6%	.	-3%	-3%	-1%	-18%	.	-0.1%	-10	.	-1%
29	COc1cccc(C(=O)N2CCC(n3nccc3NC(=O)C(OC)c3ccccc3)CC2)c1 (stereo unspecified)	-1%	1	0%	-6%	1%	?	-2%	0.4%	-16	-4%	.
30	COc1cc(CCC(=O)Nc2sccc2C#N)cc(OC)c1OC	-5%	6	-7%	14%	0%	1%	-4%	-0.3%	16	-17%	3%
31	O=[N+]([O-])c1ccc(O)c(C=Nc2ccc3oc(Cc4ccc(Cl)cc4)nc3c2)c1	?	-35*	-30%	3%	-9%	.	.	0.1%	.	?	.
32	CCOc1ccc2nc(NC(=O)C(CC)Sc3nc(C)cc(=O)[nH]3)sc2c1 (stereo unspecified)	?	4	11%	1%	5%	16%	2%	-0.1%	10	?	2%
33	CCN(CC)C(=O)CSc1ncnc2sccc12	1%	1	1%	1%	3%	-3%	5%	-0.1%	15	-10%	-4%
34	CC(=O)/C(=C(/O)c1ccccc1)c1nc2ccccc2[nH]1	1%	0	1%	7%	0%	18%	-4%	0.3%	0	17%	-1%
35	O=S1(=O)CCC(NC(=S)N2CCCCCC2)C1 (stereo unspecified)	?	-1	-2%	0%	-3%	5%	0%	-0.5%	?	12%	0%
36	Cc1cc(NC(=O)CSc2nnc(-c3cccnc3)n2Cc2ccccc2)no1	5%	1	-5%	-3%	-12%	20%	3%	-1.0%	-10	-6%	-2%
37	O=C(CCN1CCC(c2ccccc2)C1)c1ccccc1 (stereo unspecified)	?	-1	-4%	1%	-14%	-27%[7.66 µM]	2%	0.5%	-13	-27%	-2%
38	CNC(=O)CC12CC3CC(CC(C3)C1)C2	15%	1	-3%	4%	-4%	-24%	2%	-1.1%	-9	-4%	-2%
39	O=[N+]([O-])c1cccc(Cl)c1NCCNc1ncc(C(F)(F)F)cc1Cl	13%	-1	-12%	3%	-6%	-22%	-21%	0.0%	4	?	-5%
40	COc1ccc(C(=O)/C(=C/c2cccs2)c2nc3ccccc3o2)cc1	?	-3	2%	1%	4%	-26%	-9%	-0.2%	-4	-20%	-2%

# Continued:
entry	SMILES	BCR signal inh	Coupling enz	Tb PFK block	GALK inh	PKM2 act	a7 integrin act	S-ASM inh	B2AR arrestin	Giardia kill	Menin-MLL TR inh	TSG101-PTAP inh
41	O=C(Nc1ccccc1N1CCCC1)c1ccccc1F	1%	1	4%	-2%	-4%[11.5 µM]	16%	0%	5.0%	0	-8%	-1%
42	CCOC(=O)c1c(N)c(C#N)c2n1CCCCC2	2%	0	-8%	0%	-1%	-27%	-1%	0.1%	-23	-1%	-2%
43	O=C(NN1CCN(Cc2ccccc2Cl)CC1)c1ccc(Br)cc1	2%	-1	-5%	13%	-3%	-13%	4%	-0.1%	13	-13%	-1%
44	CC1CCCCC1NC(=O)c1cc2ccccc2o1 (stereo unspecified)	?	-1	-2%	-3%	-9%	?	3%	-0.1%	-1	-7%	0%
45	CCOC(=O)c1ccc(NC(=O)COc2ccccc2CNCCO)cc1	?	0	13%	0%	2%	?	0%	0.4%	-23	-9%	0%
46	Cc1ccc(C)c(N2CCN(c3nc4ccccc4c(=O)n3Cc3ccccc3)CC2)c1	2%	1	-2%	1%	23%	12%	-4%	0.2%	26	-14%[11.7 µM]	0%

# Only part of the results is shown (hit frequency here may not be typical).
